Compound activity from PubChem.
Growth percent in the NCI-60 one-dose screen (48 h, 10 µM unless noted): 100 = growth as untreated, 0 = no growth, -100 = all killed.
UACC-62: UACC-62 melanoma | hit rate 5.4% among 81,000
SK-MEL-2: SK-MEL-2 melanoma; hit rate 4.7% among 77,000
MALME-3M: MALME-3M melanoma | hit rate 5.8% among 78,000
SK-MEL-5: SK-MEL-5 melanoma; AID 1794755; hit rate 6.4% among 80,000
HS 578T: HS 578T breast cancer. hit rate 4.1% among 78,000. AID 1794788
LOX IMVI: LOX IMVI melanoma; AID 1794757; hit rate 7.4% among 79,000
SK-MEL-28: SK-MEL-28 melanoma; hit rate 4.1% among 81,000
UACC-257: UACC-257 melanoma | hit rate 4.4% among 78,000 | AID 1794764
* hit, by the source's call; nt = not tested or not shown; & = joins results of further samples; [ ] = another dose, or the depositor's remark. Rule for the calls: active = growth percent below 10; inactive = the rest.

The opening five compounds, ahead of the listing:
Order of results: UACC-62, SK-MEL-2, MALME-3M, SK-MEL-5, HS 578T, LOX IMVI, SK-MEL-28, UACC-257
1: Cc1nc2[nH]c(=O)n(O)c(=O)c2s1
    101, 111, 100, 99, 105, 96, 105, 92
2: CCNc1ncnc2c1cnn2C
    90, 97, 99, 98, 92, 98, 92, 93
3: CCCCCOC(=O)c1ccc(NC(=O)CCNCC)cc1
    89, 112, 96, 92, 79, 79, 105, nt
4: COc1cccc(NC(=O)c2sc3nc4c(cc3c2N)CN(Cc2ccccc2)CC4)c1
    35, 67, nt, 63, 21, 67, 77, 61
5: CCCCN(CCCC)CC1CC(C(C)(C)C)CCC1O (configuration not stated)
    85, 104, 100, 101, nt, 86, 102, 100

Main list (from the top)
Order of results: UACC-62, SK-MEL-2, MALME-3M, SK-MEL-5, HS 578T, LOX IMVI, SK-MEL-28, UACC-257
1: Cc1nc2[nH]c(=O)n(O)c(=O)c2s1
    101, 111, 100, 99, 105, 96, 105, 92
2: CCNc1ncnc2c1cnn2C
    90, 97, 99, 98, 92, 98, 92, 93
3: CCCCCOC(=O)c1ccc(NC(=O)CCNCC)cc1
    89, 112, 96, 92, 79, 79, 105, nt
4: COc1cccc(NC(=O)c2sc3nc4c(cc3c2N)CN(Cc2ccccc2)CC4)c1
    35, 67, nt, 63, 21, 67, 77, 61
5: CCCCN(CCCC)CC1CC(C(C)(C)C)CCC1O (configuration not stated)
    85, 104, 100, 101, nt, 86, 102, 100
6: Cc1ccc(NC(=O)Cn2nncc2COc2ccc3ccccc3c2C=O)cc1
    81, 98, 94, 96, 79, 90, 103, 93
7: O=C1NN(C(=O)c2ccccc2)C(c2ccc(Cl)c(Cl)c2)=C/C1=C\c1ccccc1[N+](=O)[O-]
    -69*[6.75 µM], 11[6.75 µM], 56[6.75 µM], -65*[6.75 µM], 31[6.75 µM], -46*[6.75 µM], 28[6.75 µM], 35[6.75 µM]
8: COc1ccc(S(=O)(=O)NCCCNc2cc(-c3cn(-c4ccccc4)nc3-c3cccc(OC)c3)ccn2)cc1
    nt, 68, 82, 39, 51, 54, nt, nt
9: COc1ccccc1N1C(=O)C=CC1=O
    101, 113, 121, nt, 98, 99, 104, 99
10: Brc1ccc2[nH]cc(-c3cncn3Cc3ccc(I)cc3)c2c1
    55, 94, 77, 79, 56, 45, 88, 88
11: O=C(/C=C/C12c3ccccc3C(c3ccccc31)C1C(=O)NC(=O)C12)c1ccncc1 (configuration not stated)
    23, 47, 37, 28, 38, -11*, 25, 32
12: COc1ccc(-c2nc(-c3nc4ccc(C)cc4[nH]3)cc3c2[nH]c2ccccc23)cc1
    21, 9.8*, nt, 36, 67, 26, 72, 70
13: CNC1=C([N+](=O)[O-])C(c2ccc(OC)cc2)C(C#N)=C(c2cccs2)O1 (configuration not stated)
    101, 119, 99, 100, 106, 95, 122, 106
14: Nc1c(C(=O)Nc2ccccc2)sc2ncc(Br)cc12
    98, 86, 97, 103, nt, 97, 108, 102
15: Cc1ccc(-c2nc(C(=O)O)c(Sc3ccc(Cl)cc3)o2)cc1
    89, 109, 105, 102, 117, 100, 108, 97
16: O=C1C(Cl)=C(NC(=O)C2CCCCC2)C(=O)C(Cl)=C1NC(=O)C1CCCCC1
    94, 109, 115, 108, 102, 97, 121, 101
17: C=C1C(=O)O[C@H]2[C@H]1CC/C(COC(=O)NCCc1c[nH]c3ccc(OC)cc13)=C\CC[C@@]1(C)O[C@@H]21
    22, 62, -37*, 65, 80, -22*, -11*, 31
18: CC1=CC(=O)CC(C)(C)[C@@]1(O)/C=C/[C@@H](C)O
    100, 112, 102, 97, 105, 94, 108, 89
19: COc1ccc(-c2nc3sc4cc(OC)ccc4n3c2-c2nc3ncc(Br)cc3[nH]2)cc1
    94, 92, 79, 94, 138, 100, 85, 90
20: O=C(O)CCCCCCCCCCOc1ccc(Cl)cc1Cl
    95, 120, 90, 94, 109, 90, 112, nt

(next part)
Order of results: UACC-62, SK-MEL-2, MALME-3M, SK-MEL-5, HS 578T, LOX IMVI, SK-MEL-28, UACC-257
21: O=S(=O)(SC(=S)NCCNC(=S)SS(=O)(=O)c1ccc(Cl)cc1)c1ccc(Cl)cc1
    113, 120, nt, 111, 117, 64, 117, 119
22: O=C(Nc1ccc(C(F)(F)F)cc1)Nc1ncccc1OCc1ccc(F)cc1
    68, 93, 124, 89, 84, 90, 103, 89
23: CSc1ccnc(N)n1
    102, 113, 114, 102, 83, 96, 101, 79
24: c1ncn(C23CC4CC(CC(C4)C2)C3)n1
    113, nt, 131, 111, 112, 96, 113, 98
25: N[C@@H](CSSC[C@H](N)C(=O)Nc1ccc(OCC2CCCC2)cc1)C(=O)Nc1ccc(OCC2CCCC2)cc1
    -100*, -93*, -64*, -100*, -62*, -96*, -99*, -96*
26: COc1cc(Br)c(-c2nc(-c3ccccc3)c(-c3ccccc3)n2C2CC2)cc1OC
    70, 85, 67, 61, 81, 76, 105, 62
27: CCc1cccc(CC)c1N1CC(C(=O)O)CC1=O (configuration not stated)
    88, 132, 88, 91, 87, 94, 106, 97
28: CC(=O)OC1[C@@H](OC(C)=O)[C@H](OC(C)=O)C2(CO2)[C@H](OC(C)=O)[C@H]1OC(C)=O (some centres not stated)
    88, 117, 101, 93, 94, 86, 97, 84
29: O=C1/C(=C/c2ccc([N+](=O)[O-])cc2)CCc2ccccc21
    85&95, 88&97, 95&98, 93&99, 93&117, 102&101, 109&102, 77&89
30: COC(=O)C1(C(=O)OC)C(C(=O)c2ccccc2)C1c1ccccc1 (configuration not stated)
    96, 102, 99, 100, 97, 91, 106, 93
31: COc1ccc(-c2cc(-c3ccc(Cl)cc3)nc3nc(NC(C)=O)nn23)cc1
    97, 120, 137, 88, 104, 94, 111, 110
32: CC(=O)N1N=C(c2ccccc2)CC1c1c(C)nn(-c2ccccc2)c1N1CCOCC1 (configuration not stated)
    90, 101, 99, 91, 97, 103, 104, 92
33: NC(=S)N/N=C1/Cc2cccc3cccc1c23
    69, 96, nt, 89, 53, 89, 119, 83

5 consecutive compounds already listed, for reference:
Order of results: UACC-62, SK-MEL-2, MALME-3M, SK-MEL-5, HS 578T, LOX IMVI, SK-MEL-28, UACC-257
29: O=C1/C(=C/c2ccc([N+](=O)[O-])cc2)CCc2ccccc21
    85&95, 88&97, 95&98, 93&99, 93&117, 102&101, 109&102, 77&89
30: COC(=O)C1(C(=O)OC)C(C(=O)c2ccccc2)C1c1ccccc1 (configuration not stated)
    96, 102, 99, 100, 97, 91, 106, 93
31: COc1ccc(-c2cc(-c3ccc(Cl)cc3)nc3nc(NC(C)=O)nn23)cc1
    97, 120, 137, 88, 104, 94, 111, 110
32: CC(=O)N1N=C(c2ccccc2)CC1c1c(C)nn(-c2ccccc2)c1N1CCOCC1 (configuration not stated)
    90, 101, 99, 91, 97, 103, 104, 92
33: NC(=S)N/N=C1/Cc2cccc3cccc1c23
    69, 96, nt, 89, 53, 89, 119, 83

No enrichment for hits; overall some 11% were active at least once.
